Screens: PubChem BioAssay, National Center for Advancing Translational Sciences (NCATS)
GLP-1R agonist: agonists of human GLP-1 receptor; HEK293 GLP-1R CRE-luciferase, luminescence, 4-6 h; cells express a hypersensitive GLP-1R form; Potency, µM (series often up to 45.6 µM), for the others: top-dose activation, hits mostly activators; 380,000 tested, 0.007% active; AID 624172; note: % of control where 0% means no effect
Target sequence (P43220 whole entry, looked up): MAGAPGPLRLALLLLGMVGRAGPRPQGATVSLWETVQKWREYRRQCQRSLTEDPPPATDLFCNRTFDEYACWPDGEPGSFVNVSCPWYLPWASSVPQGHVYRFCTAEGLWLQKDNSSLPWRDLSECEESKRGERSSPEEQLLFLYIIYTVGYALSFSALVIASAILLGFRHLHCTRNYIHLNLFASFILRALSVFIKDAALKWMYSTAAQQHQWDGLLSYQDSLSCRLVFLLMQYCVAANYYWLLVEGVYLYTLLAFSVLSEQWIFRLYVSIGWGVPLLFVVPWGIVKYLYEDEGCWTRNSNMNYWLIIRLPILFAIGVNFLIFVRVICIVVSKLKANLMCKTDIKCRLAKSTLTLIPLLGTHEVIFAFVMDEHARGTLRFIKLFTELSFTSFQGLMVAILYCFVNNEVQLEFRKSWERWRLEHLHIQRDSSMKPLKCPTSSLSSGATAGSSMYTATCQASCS
KB-3-1 cytotox: KB-3-1 parental cell cytotoxicity; KB-3-1 viability, CellTiter-Glo ATP luminescence, 72 h; AID 1347075; 400,000 tested, 1.4% active; Potency, µM (doses to about 46.1 µM), without a hit: at the highest dose activity change, negative = cytotoxic, usual class: cytotoxic; note: % is set by controls: 0 for no effect and ±100 for the full control effect; nearly all actives have a fitted effect of over 60% in size
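Parental KB-3-1 adenocarcinoma cells in phenol-red-free DMEM with 10% FBS were pin-treated with compounds at several concentrations, incubated 72 h at 37 °C, and viability read by CellTiter-Glo luminescence; concentration-effect curves were fitted after normalization.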
HEK293 tox: cytotoxicity counter-screen for GLP-1 receptor inverse agonists. 410,000 tested, 0.13% active. AID 624418. HEK293 cAMP-luciferase reporter cells, luminescence, 24 h. Potency, µM (doses to about 38.3 µM), for inactives: at the top dose activity change, negative = inhibition, most hits filed as inhibitors;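 note: loss of luciferase light is scored as toxicity; % is set by controls: 0 for no effect and ±100 for the full control effect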
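Step one: seed cells (200 cells/uL, DMEM with 10% Nu serum, 1% pen-strep). Step two: 12-hour incubation at 37 deg C. Step three: pin 23 nL compound, incubate 24 hr. Step four: add luciferase reagent, read luminescence 12 min later.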
KB-V1 cytotox: kills drug-selected multidrug resistant KB-V1 cells | 400,000 tested, 3.4% active | Potency, µM (top dose mostly 46.1 µM), inactives show top-dose activity change, negative = cytotoxicity, hits mostly cytotoxic | KB-V1 MDR cells viability, CellTiter-Glo, 72 h; note: % is set by controls: 0 for no effect and ±100 for the full control effect; nearly all actives have a fitted effect of over 60% in size
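KB-V1 cells (P-gp-expressing MDR subline of KB-3-1) in phenol-red-free DMEM with 10% FBS were exposed to library compounds over a concentration series for 72 h at 37 degrees C. Viability read by CellTiter-Glo luminescence; concentration-effect curves fitted after normalization.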
SW480 rereplic: induces DNA re-replication in SW480 colon adenocarcinoma cells; AID 624297; 340,000 tested, 1.8% active; SW480 DNA re-replication, Hoechst DNA content imaging, 48 h; Potency, µM (doses to about 46.1 µM), inactives show at the highest dose re-replication activation, actives largely listed as activators; note: % of control where 0% means no effect; nearly all actives have a fitted effect of over 55% in size
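Image-based DNA-content assay: after two days of treatment, nuclei were labelled with the DNA dye Hoechst and imaged, and hits were compounds raising the count of nuclei showing high fluorescence intensity.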
TDP43 rescue: inhibitors of TDP-43 toxicity in yeast; AID 652104; TDP-43 expressing yeast growth rescue, BacTiter-Glo, 24 h; 410,000 tested, 1.8% active; Potency, µM (doses to about 46.1 µM), inactives show top-dose growth rescue (activation), usual class: activators; note: % of control where 0% means no effect; nearly all actives have a fitted effect of over 50% in size
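Yeast expressing TDP-43 (pregrown in raffinose, seeded at OD600=0.02 in galactose medium) exposed to compounds 24 hr at 30 deg C. Growth read by BacTiter-Glo luminescence; rescue of toxicity appears as increased signal.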
HT1080 IDH1KD tx: kills HT-1080 cells with IDH1 knockdown; Potency, µM (doses to about 46.1 µM), for the others: at the highest dose activity, negative = toxicity, usual class: cytotoxic; 360,000 tested, 2% active; HT-1080 IDH1 knockdown viability, ATP luminescence, 48 h;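 note: 0% = DMSO wells and -100% = cell-free medium wells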
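Knockdown cells (IDH1KD HT-1080) received compounds 2 h after plating at 750 cells/well and were kept 48 h at 37 °C in 5% FBS RPMI. A CellTiter-Glo luminescence read gave % activity for curve fitting.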
HT1080NT lethal: kills 2HG-producing HT-1080-NT fibrosarcoma cells; HT-1080-NT fibrosarcoma viability, CellTiter-Glo ATP luminescence, 48 h; Potency, µM (titrated, usually from 46.1 µM), for the others: at the highest dose activity, negative = less viability, usual class: cytotoxic; 360,000 tested, 1.6% active;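 note: NT is the 2HG producing partner of a matched IDH1 knockdown line; 0% = DMSO-treated cells and -100% = media-only wells without cells; nearly all actives have a fitted effect of over 55% in size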
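HT-1080-NT; 750 cells/well; 5% FBS RPMI; 48 h compound, 37 degrees C; CellTiter-Glo luminescence; curve fitting and curve-class assignment.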
GLP1R inv ag: GLP-1 receptor (human) inverse agonism. P43220. HEK293 GLP-1R CRE-luciferase, luminescence, 24 h; GLP-1R form is constitutively active. Potency, µM (highest dose often 38.3 µM), for inactives: at the top dose activity change, negative = inhibition, most hits filed as inhibitors. 410,000 tested, 1.6% active. AID 624417; note: % is set by controls: 0 for no effect and ±100 for the full control effect; nearly all actives have a fitted effect of over 55% in size
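Inverse agonists were sought by their lowering of basal cAMP reporter luciferase output in HEK293 cells stably carrying constitutively active human GLP-1R, after 24 h compound treatment.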
Active calls of the source: *; ? = inconclusive; . = no result given; [ ] = dose if it differs, or a comment. Calls come from the whole dose curve; as a rule, active = well fitted curve in the direction sought with a large enough effect; inconclusive = small, poorly fitted or top-dose-only effect, or another doubt; inactive = no such curve, though single readings can be large; an effect the other way counts as inactive or inconclusive. Potency is the fitted concentration of half-maximal effect.

Values run as follows: GLP-1R agonist, KB-3-1 cytotox, HEK293 tox, KB-V1 cytotox, SW480 rereplic, TDP43 rescue, HT1080 IDH1KD tx, HT1080NT lethal, GLP1R inv ag
COc1ccc(C2Nc3ccccc3C(=O)N2NS(C)(=O)=O)cc1 (stereo not given)
  0%, 13%, 0%[7.66 µM], 16%, -5%, -20%[9.22 µM], -4%, 9%, -4%[7.66 µM]
Cc1ccc(OCCC(=O)Nc2cc(S(=O)(=O)N3CCOCC3)ccc2N2CCCC2)cc1
  6%, -7%, 2%, -24%, 1%, 5%, -5%, -3%, -11%
CCOC(=O)c1nnn(-c2nonc2-n2cccc2)c1CN1CCC(C(=O)OCC)CC1
  -8%, 2%, -10%, -14%, -6%, -22%, -11%, 3%, -22%
Cc1cc(Br)c2nc(-c3ccccc3)c(Cc3cccc(Cl)c3)n2c1
  5%, 5%, 3%, -18%, ., 11µM*, 3%, 8%, 22%
O=C(NCCCN1CCCCC1)C1CCC(CNS(=O)(=O)c2cccc3nsnc23)CC1 (stereo not given)
  2%, -5%, -1%, 0%, 0%, -3%, 8%, -6%, 4%
Cc1ccc2nc3c(nc2c1C)CCCC3
  10%, 0%, 12%, 22%, -2%, 25%, 10%, 10%, 15%
O=c1c2ccccc2c2ccccc2c(=O)n1Cc1cccnc1
  -3%, -4%, 4%, 2%, 6%, -33%, -4%, -1%, 5%
CCCC(c1nnnn1Cc1ccco1)N1CCN(C(=O)c2ccco2)CC1 (stereo not given)
  1%, -4%, -6%, -3%, 2%, -1%, 23%, 13%, -1%
COc1ccc(CCNC(=O)CSC2=NS(=O)(=O)c3cc(Cl)ccc3N2)cc1OC
  1%, -3%, 0%, 4%, ?, -7%, 2%, -7%, -3%
CCOc1ccc(NC(=O)Cn2c(=O)n(-c3ccc(C)cc3)c(=O)c3cc(OC)c(OC)cc32)cc1
  1%, -14%, 5%, 0%, ., 19%, ., ., 1%
Cc1ccc(/C=N/NC(=O)C(=O)N/N=C/c2ccc(C)o2)o1
  -3%, ?, -1%, -3%, 5%[1.84 µM], ., -3%, -3%, -8%
C/C(=N\NC(=O)CN(c1ccccc1Br)S(C)(=O)=O)c1ccc2c(c1)OCCO2
  11%, -9%, -24%, 0%, ?, 22%, -13%, -1%, 4%
CC(C)NC(=NCc1ccc(Cl)cc1Cl)Nc1ccccc1
  -6%, -8%, -14%, ?, ?, -6%, -24%, ?, 7.9µM*
CCCCC(O)(CCCC)C(=O)NN(C(=O)OCC)c1ccccc1
  -1%, 3%, -5%, 13µM*, -6%, 14%, 17%, 12%, -7%
CCN(CC)S(=O)(=O)N1CCC(C(=O)NCc2ccc(C)cc2)CC1
  6%, 3%, -10%, 0%, -6%, -3%, 2%, 6%[9.24 µM], 0%
O=S(=O)(NC1CCCCC1)c1cccc2nsnc12
  8%, -1%, 5%, -4%, 12%, -5%, 1%, -8%, -24%
Nc1ccc(C(=O)NCC(=O)O)cc1
  -3%, 0%, 9%, 16%, ?, 11%, -2%, -2%, 24%
NC(=O)C1CCN(c2ncnc3c(-c4ccccc4)nsc23)CC1
  -5%, 13%, -5%, 7%, -25%, 6%, -13%, -10%, 10%
Nc1c(C(=O)Nc2ccccc2)c2nc3ccccc3nc2n1CCCN1CCOCC1
  0%, -6%, ?, ?, 18µM*, -21%, 18µM*, 23µM*, ?
CC(=O)Nc1cccc(-c2csc(C(C)(O)c3ccc(F)c(F)c3)n2)c1 (stereo not given)
  1%, 0%, -10%, -13%, ., ?, -23%, -28%, ?

Shown as a hit in SW480 rereplic, of those listed so far:
Molecule	GLP-1R agonist	SW480 rereplic	GLP1R inv ag
Nc1c(C(=O)Nc2ccccc2)c2nc3ccccc3nc2n1CCCN1CCOCC1	0%	18µM*	?

Later entries
Values run as follows: GLP-1R agonist, KB-3-1 cytotox, HEK293 tox, KB-V1 cytotox, SW480 rereplic, TDP43 rescue, HT1080 IDH1KD tx, HT1080NT lethal, GLP1R inv ag
COc1ccccc1NS(=O)(=O)c1cc(NC(=O)c2ccc3ccccc3n2)ccc1Cl
  -2%, -3%, -18%, 9%, -4%, 7%, 17%, 13%, 3%
C#CCn1c(=NC(=O)c2ccc(S(=O)(=O)N3CCc4ccccc4C3)cc2)sc2cc(S(N)(=O)=O)ccc21
  -31%[inhibitor], ?, 3.5µM*, ?, ?, -8%, 8.2µM*, 5.2µM*, 4µM*
Cc1ccccc1C(OCC(O)CN1CCC(C(N)=O)CC1)c1ccccc1 (stereo not given)
  -1%, -1%, -3%, -7%, 0%, -6%, -12%, -22%, ?
O=C(COC(=O)C(Cc1ccccc1)NC(=O)c1ccccc1)c1ccccc1 (stereo not given)
  8%, -3%, -6%, 13%, 0%, -15%, -1%, 12%, 8%
COc1ccc(CC(=O)NNc2ncnc3c2cnn3-c2ccccc2)cc1
  8%, 22%, -13%, 25%, -3%, 14%, 0%, 0%, 5%
c1ccc(-c2cc3c(N4CCOCC4)ncnc3s2)cc1
  6%, 1%, 23%, ?, ?, ?, ?, ?, -2%
CCn1c(=O)c2cc(C(=O)NCCN3CCOCC3)sc2c2ccccc21
  6%, -3%, 1%, -3%, -11%, 0%, -25%, 9%, 6%
Nc1c(Cl)cc(Cl)cc1C(=O)OCC(=O)N1CCCC1=O
  8%, -2%, 6%, ?, -598%[inhibitor], -17%, 11%, 0%, 30%
COc1ccc(CN(C(=O)c2nsc(Cl)c2Cl)C(C(=O)NC2CCCC2)c2ccc(C)cc2)cc1 (stereo not given)
  2%, ?, 2%, ?, ?, -12%, ?, -27%, ?
Cc1ccc(C(=O)OC2CCS(=O)(=O)c3sccc32)cc1 (stereo not given)
  14%, 9%, -4%, ?, -8%, 7%, 2%[9.24 µM], 1%, 14%
COc1cccc(NC(=O)Nc2nc(-c3ccc(OC)c(OC)c3)cs2)c1
  -6%, 18µM*, ?, ?, 7%, 26%, 7.3µM*, 12µM*, ?
Cc1cc(C)c(OCC(=O)NCC(C)(C)N2CCOCC2)c(C)c1
  19%, -7%, 0%, ?, -58%[inhibitor], -8%, 4%, 3%, ?
CCc1noc(-c2ccc(NC(C)c3ccccc3)c([N+](=O)[O-])c2)n1 (stereo not given)
  ., 2%, -16%, -2%, ., 3%, ., ., ?
CCc1nc2nc(C)c(NS(=O)(=O)c3ccc(C(C)(C)C)cc3)c(=O)n2[nH]1
  ., 18%, 1%, 0%, ., 21%, ., ., 6%
CCOc1ccc(S(=O)(=O)Nc2nc3ccccc3nc2Cl)cc1
  -1%, -21%, 0%, -12%, -21%, 22µM*, 0%, -1%, ?
Cc1ccc(OCC(=O)N/N=C2\CCOc3c(C)cccc32)cc1
  -4%, -2%, 3%, 10%, ?, 1%, ?, 6%, 2%
O=C(CSc1nnc(-c2ccccc2)o1)N1CCOCC1
  8%, -5%, -9%, 30%, 0%, 12%, 8%, 13%, 5%
CCc1cc2ccc(C)c(C)c2nc1SCC(=O)NNC(=O)c1ccco1
  1%, 13%, -1%, 8%, -7%, 18%, -23%, -4%, -6%
COc1ccc(C#Cc2cccc(-c3nc(C(=O)N4CCN(C)CC4)cc4c3[C@H](CCO)N(S(=O)C(C)(C)C)C4)c2)cc1OC (stereo not given in full)
  3%, 0%, -6%, -6%, ., 11%, -1%, 28%, 32%[activator]
CCC(ONc1ccccc1C(F)(F)F)(C(=O)NN(C)C)c1ccccc1 (stereo not given)
  5%, 0%, ?, 12%, 17%, -72%[inhibitor], -13%, 3%, ?

Some of the entries so far, with tabs:
Molecule	GLP-1R agonist	KB-3-1 cytotox	HEK293 tox	KB-V1 cytotox	SW480 rereplic	TDP43 rescue	HT1080 IDH1KD tx	HT1080NT lethal	GLP1R inv ag
Cc1ccccc1C(OCC(O)CN1CCC(C(N)=O)CC1)c1ccccc1 (stereo not given)	-1%	-1%	-3%	-7%	0%	-6%	-12%	-22%	?
O=C(COC(=O)C(Cc1ccccc1)NC(=O)c1ccccc1)c1ccccc1 (stereo not given)	8%	-3%	-6%	13%	0%	-15%	-1%	12%	8%
COc1ccc(CC(=O)NNc2ncnc3c2cnn3-c2ccccc2)cc1	8%	22%	-13%	25%	-3%	14%	0%	0%	5%
c1ccc(-c2cc3c(N4CCOCC4)ncnc3s2)cc1	6%	1%	23%	?	?	?	?	?	-2%

Remaining list, next part:
Assay codes: A = GLP-1R agonist; B = KB-3-1 cytotox; C = HEK293 tox; D = KB-V1 cytotox; E = SW480 rereplic; F = TDP43 rescue; G = HT1080 IDH1KD tx; H = HT1080NT lethal; I = GLP1R inv ag
SMILES: CC1CC(C)CN(C(=O)c2cc3cc(Br)cc(Br)c3o2)C1 (stereo not given)
  A: ? | B: ? | C: -1% | D: ? | E: -3% | F: 32µM* | G: -3% | H: -3% | I: ?
SMILES: COC(=O)CCC(=O)c1oc2ccccc2c1NC(=O)CCCN1C(=O)c2ccccc2C1=O
  A: -2% | B: 8% | C: -2% | D: 15% | E: 0% | F: 1% | G: 12% | H: 6% | I: -18%
SMILES: Nc1ccc(S(=O)(=O)N2CCc3ccccc32)cc1
  A: 1% | B: 2% | C: 9% | D: -16% | E: -2% | F: -7% | G: -15% | H: -4% | I: -22%
SMILES: CCOC(=O)c1nn(-c2ccccc2F)c(-c2ccccc2)c1C(=O)c1ccccc1
  A: -15% | B: ? | C: -3% | D: ? | E: ? | F: -46%[inhibitor] | G: -10% | H: -5% | I: ?
SMILES: CC(NC(=O)Cc1ccc(S(=O)(=O)N2CCOCC2)s1)c1ccc(Cl)c(Cl)c1 (stereo not given)
  A: 0% | B: -1% | C: 7% | D: ? | E: 1% | F: 17% | G: -15% | H: -2% | I: ?
